# Bcl-B TR3 displacers: displacers of TR3 peptide from Bcl-B, primary screen, selectivity assay for Bfl-1 inhibitor project, biochemical, fluorescence polarization. FP displacement of FITC-TR3 peptide from Bcl-B; higher % means a stronger effect. one-dose displacement, % at 20 µM; IC50 in µM for titrated hits. 96,000 tested, 0.11% active. AID 748;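 active = displacement above 50% at 20 µM plus a fluorescence interference ratio under 1.5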;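 also: plate controls were wells without compound for no effect and wells lacking Bcl-B protein for full effect; a part of the inactive calls stands beside numbers as strong as those of hits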
# PLAP inhibition: inhibition of human placental alkaline phosphatase – biochemical, luminescence, HTS (AID 690); purified PLAP, luminescent substrate; higher % means a stronger effect; inhibition, % at 20 µM; hits with a dose series show IC50 in µM; 96,000 tested, 0.08% active; in the data active = a potency from the dose series; inactive = the rest, 99 in 100 with inhibition below about 30%; also: strong numbers were not always called active
# IL1B NFkB pot: enhances IL-1B driven NFkB nuclear translocation | HUVEC IL-1B NFkB p65 nuclear translocation imaging | activation, % at 2 µM | 94,000 tested, 0.3% active | AID 819;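 active = activation above 40%, about the mean plus 3 SD, also judged a hit on visual image review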;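 also: percent activation is computed from the nuclear over cytoplasmic p65 intensity ratio; values of inactives mirror those of a sister screen read the other way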
# MRP reversal: compounds reversing MRP-mediated drug resistance. H69AR cells + 2 uM doxorubicin, CellTiter-Glo, 72 h. differential viability (reversal), % at 10 µM. 85,000 tested, 0.04% active. AID 602;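 active = viability drop by adding the cancer drug above about 55%, with treated viability meeting a 40% cutoff, limit read from the data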;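 also: viability without doxorubicin minus viability with 2 µM doxorubicin for each compound; larger differential means the compound sensitizes cells more to doxorubicin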
# IL1B NFkB inh: blocks IL-1B driven NFkB nuclear translocation in HUVEC cells | HUVEC IL-1B NFkB p65 nuclear translocation imaging | inhibition, % at 2 µM | 94,000 tested, 0.43% active | AID 796;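 active = inhibition above about 30% together with a positive call from visual inspection of the well image, limit read from the data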;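 also: nuclear over cytoplasmic p65 intensity ratio measured by imaging; 0% = IL-1B stimulated DMSO wells and 100% = unstimulated DMSO wells; values of inactives mirror those of a sister screen read the other way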
# MRP reversal cytotoxicity: second read-out of MRP reversal, no call of its own (marks repeat the call); viability, %; H69AR cells, CellTiter-Glo, 72 h; measured here: cytotoxicity without doxorubicin
# MRP reversal with doxorubicin: also measured in MRP reversal; calls as there; viability, %; measured here: viability with 2 uM doxorubicin; hits give low values
# IL1B NFkB inh cell count 2 µM: second read-out of IL1B NFkB inh, no call of its own (marks repeat the call); cell count; measured here: cells passing quality filter;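 raw number of nuclei counted in each imaged well without normalization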
# IL1B NFkB pot cell count 2 µM: further read-out of IL1B NFkB pot, marked with its call; cell count; measured here: cells passing quality filter
# Active calls of the source: *; . = no result given. The list is partial; the hit share may differ from the screen's.
No.	SMILES	MRP reversal	MRP reversal cytotoxicity	Bcl-B TR3 displacers	PLAP inhibition	IL1B NFkB pot	IL1B NFkB inh	IL1B NFkB inh cell count 2 µM	MRP reversal with doxorubicin	IL1B NFkB pot cell count 2 µM
1	Clc1ccc(OCc2nn3c(-c4ccccc4)nnc3s2)c(Cl)c1	-2	86	0%	17%	25	-25	110	88	110
2	COc1ccc(C(=O)NCC(=O)OC2CCCCC2=O)cc1 (stereo not given)	1	95	-4%	-2%	2	-2	128	94	128
3	O=C1CC(N2CCN(c3ccccc3F)CC2)C(=O)N1c1ccc(F)cc1 (stereo not given)	-1	93	.	.	1	-1	101	94	101
4	COc1ccc(-c2nn3c(COc4ccccc4)nnc3s2)cc1OC	-1	88	-9%	-41%	.	.	.	89	.
5	O=C(NCCCCNC(=O)c1c(F)c(F)c(F)c(F)c1F)c1c(F)c(F)c(F)c(F)c1F	25	95	-2%	1%	3	-3	161	71	161
6	CC1CCC2(CC1)NC(=O)N(CC(=O)NC(=O)NC1CCCC1)C2=O (stereo not given)	-12	87	4%	-27%	.	.	.	99	.
7	Cc1ccc(NC(=O)N(CCCN2CCOCC2)Cc2cccnc2)cc1C	3	94	-4%	-41%	-9	9	153	91	153
8	COc1ccc(CCNc2cc(-c3ccccc3)nc3ncnn23)cc1	-7	65	-4%	16%	-13	13	169	72	169
9	CC(=O)N1c2ccccc2NC(=O)C1(C)C	4	95	-1%	-11%	2	-2	141	91	141
10	CCOC(=O)N=S(=O)(Oc1ccc([N+](=O)[O-])cc1)c1ccccc1 (stereo not given)	9	91	-5%	10%	-8	8	155	82	155
11	CCOc1ccc(-c2c(=O)n(OCc3ccccn3)c3ccccc3[n+]2[O-])cc1	13	96	3%	-17%	7	-7	143	83	143
12	Nc1ccc(CCc2nc3ccccc3o2)cc1	-1	87	-7%	3%	20	-20	155	88	155
13	CCOc1ccc2[nH]c(=O)c(=O)[nH]c2c1	19	103	.	2%	-3	3	165	84	165
14	CCOc1cc(N2CCOCC2)c(OCC)cc1NC(=O)c1nc2nc(C)cc(C)n2n1	-5	70	7%	-52%	.	.	.	75	.
15	Cc1ccccc1N(C)S(=O)(=O)c1ccc2[nH]cc(C(=O)NCC3CCCO3)c(=O)c2c1 (stereo not given)	1	77	-9%	-48%	.	.	.	76	.
16	Cc1[nH]n(-c2ccccc2)c(=O)c1/C=N/NC(=O)c1cccc([N+](=O)[O-])c1	.	.	-8%	-5%	-4	4	140	.	140
17	COc1ccc(C(=O)/C(=C\c2ccco2)N2C=CC=CC2=C(C#N)C#N)cc1	.	.	15%	-7%	-19	19	109	.	109
18	O=C(Cc1cc(=O)[nH]c(=O)[nH]1)NCC1CCCO1 (stereo not given)	-16	87	-10%	16%	2	-2	181	103	181
19	CSc1nc2c(c(-c3ccc(O)cc3)c1C#N)CCC2	-9	26	1%	-9%	-3	3	121	35	121
20	COc1cc(C(=O)OCC(=O)N(C)Cc2ccccc2)cc(OC)c1OC	9	88	.	.	15	-15	177	79	177
21	CC(C)C(=O)N1CCN(c2c(Cl)cccc2[N+](=O)[O-])CC1	.	.	7%	-4%	-2	2	91	.	91
22	CCn1c(SCC(=O)c2ccc(OC)cc2)nnc1C(C)NC(=O)c1ccc(OC)cc1 (stereo not given)	17	84	-1%	-32%	-5	5	132	66	132
23	CCn1nnnc1Oc1ccc(Cl)cc1	-15	80	0%	1%	18	-18	145	95	145
24	O=S(=O)(c1ccccc1)c1cccc(S(=O)(=O)N2CCCCC2)c1	3	82	-5%	-32%	.	.	.	79	.
25	CCOC(=O)NNC1CC(=O)N(c2ccc(OC)cc2)C1=O (stereo not given)	.	.	-11%	1%	-11	11	124	.	124
26	CC(C)OCCCNC(=O)CCN1C(=O)COc2ccccc21	3	96	-4%	7%	.	.	.	94	.
27	CCOC(=O)c1sc2ncnc(N3CCN(C(=O)OCC)CC3)c2c1C	11	90	-3%	-48%	.	.	.	79	.
28	Cc1nn(Cc2ccccc2Cl)c(C)c1NC(=O)NC12CC3CC(CC(C3)C1)C2	.	.	-10%	-100%	-18	18	163	.	163
29	COc1cc2c(C#N)c(N3CCN(c4ccccc4OC)CC3)nc(N)c2c(N)n1	.	.	-45%	-80%	.	.	.	.	.
30	Cc1ccc(NC(=O)C(C)Sc2nnc(-c3cccnc3)o2)cc1 (stereo not given)	21	103	-5%	-32%	4	-4	178	82	178
31	Cc1csc2nc(CNC(=O)C3CC=CCC3C(=O)O)cn12 (stereo not given)	1	98	47%	-18%	-8	8	159	97	159
32	COc1ccc(C(=O)Nc2cccc(OC)c2)cc1	13	94	7%	8%	-4	4	84	82	84
33	O=C(O)CCCCc1nc2ccccc2s1	16	120	-6%	4%	-4	4	185	104	185
34	COc1ccc(C(CC(=O)Nc2ccc(Cl)cc2F)NC(=O)C(F)(F)F)cc1 (stereo not given)	.	.	0%	6%	.	.	.	.	.
35	CCN(C(=O)c1ccc(C(C)(C)C)cc1)c1nnc(Cn2nnc3ccccc32)s1	-8	65	-8%	-26%	-4	4	121	73	121
36	Cc1csc(NC(=O)CSc2nnc(-c3ccccc3)o2)n1	12	91	-15%	1%	6	-6	139	79	139
37	Cc1nc2ncnn2c(C)c1CCC(=O)N1CCN(Cc2ccccc2)CC1	21	106	-6%	-72%	4	-4	137	85	137
38	Cc1ccc(S(=O)(=O)N2CCCC2C(=O)OCC(=O)Nc2ccc3c(c2)OCO3)cc1 (stereo not given)	20	104	3%	25%	4	-4	142	84	142
39	CC(C)c1nnc(SCC(=O)N2CCOCC2)n1C	7	112	.	.	4	-4	143	104	143
40	COc1ccccc1NC(=O)CCN1CCCCCC1	.	.	-16%	10%	1	-1	94	.	94
41	CCCN1CN(Cc2ccco2)c2nc3ccccc3n2C1	25	76	4%	-6%	-15	15	75	51	75
42	CC1CC(=O)c2cnc(Nc3cccc(C(F)(F)F)c3)nc2C1 (stereo not given)	.	.	0%	19%	17	-17	103	.	103
43	O=C1CCCC2=C1C(c1ccc3c(c1)OCO3)c1c([nH]n(-c3ccccc3)c1=O)N2 (stereo not given)	9	107	10%	-36%	-13	13	116	98	116
44	O=C(NC1CCCCC1)c1ccc(Cn2cc(Cl)cn2)cc1	12	88	5%	16%	4	-4	159	76	159
45	Cc1ccccc1NC(=O)c1sc2nc3c(c(-c4ccco4)c2c1N)CCCC3	10	92	1%	-30%	-28	28	58	82	58
46	Cn1c(CNC(=O)Nc2ccccc2)nnc1SCc1ccccc1	4	88	12%	-8%	-3	2	118	84	118
47	COC(=O)c1ccc(OC)c(CSc2nnc(COc3cccc(C)c3)o2)c1	10	101	-6%	-4%	.	.	.	91	.
48	COC(=O)c1ccc(-n2nnnc2SCC(=O)NCc2cccc(C(=O)O)c2)cc1	-12	101	-4%	-28%	.	.	.	113	.
49	CCc1cc(=O)oc2cc(C)c3c(C)coc3c12	10	104	1%	24%	-2	2	147	94	147
50	CC(=O)Nc1ccc(OC(=O)c2ccco2)cc1	-3	98	.	.	-3	3	105	101	105
51	CCOC(=O)NC1C=CS(=O)(=O)C1 (stereo not given)	8	96	5%	5%	18	-18	179	88	179
52	O=C(CCSc1nnc2ccc3ccccc3n12)Nc1ccc(F)cc1	6	80	-7%	15%	2	-2	201	74	201
53	CCOC(=O)C1=c2/c(=C/c3ccccc3OC)c(N)c(C#N)n2C(=O)C(c2ccccc2OC)S1 (stereo not given)	0	3	-12%	20%	12	-12	71	3	71
54	CCn1nc(C(=O)Nc2ccc(S(=O)(=O)Nc3nccs3)cc2)c2ccccc2c1=O	5	78	-88%	-78%	-2	2	191	73	191
55	CCOC(=O)COc1ccccc1C1Nc2ccccc2C(=O)N1c1cccc(Cl)c1 (stereo not given)	.	.	4%	-9%	2	-2	170	.	170
56	CC(C)c1ccc(N2C(=O)[C@@H]3Cc4ccccc4CN3C2=O)cc1	9	93	7%	8%	18	-18	112	83	112
57	Cc1ccc2oc(=O)c3cnn(CC(=O)NCCC(C)C)c3c2c1	17	96	-5%	-2%	.	.	.	78	.
58	CC(C)n1c(-c2ccc(C(C)(C)C)cc2)n[nH]c1=S	3	84	-2%	-16%	-1	1	173	81	173
59	Cc1ccc(-c2nc(C3CCCN(S(=O)(=O)c4ccc(C(C)(C)C)cc4)C3)no2)cc1 (stereo not given)	.	.	-11%	24%	-5	5	61	.	61
60	Clc1ccc(Cc2ccccc2)nn1	.	.	-11%	12%	-7	7	148	.	148

# Continuation.
No.	SMILES	MRP reversal	MRP reversal cytotoxicity	Bcl-B TR3 displacers	PLAP inhibition	IL1B NFkB pot	IL1B NFkB inh	IL1B NFkB inh cell count 2 µM	MRP reversal with doxorubicin	IL1B NFkB pot cell count 2 µM
61	Cc1n[nH]c(C)c1SCC(=O)Nc1ccc(F)cc1	-3	89	.	.	-5	5	68	91	68
62	CCOC(=O)/C(C#N)=C/c1ccc(OC)c(OC)c1	12	89	-12%	-5%	-7	7	56	77	56
63	C=CCn1c(C)c(C(C)=O)c(N2CCOCC2)nc1=S	11	87	-1%	0%	-14	14	154	76	154
64	O=C(CSc1nnc(SCC(=O)NCc2ccc3c(c2)OCO3)s1)NCc1ccc2c(c1)OCO2	.	.	-4%	17%	-1	1	174	.	174
65	COc1cc(C)nc(NCc2ccccc2)n1	-14	92	2%	3%	12	-12	142	106	142
66	Cc1nc2nc(C)n(-c3ccccc3)c2s1	1	112	8%	18%	18	-18	214	111	214
67	COc1cccc(OC)c1C(=O)Nc1ccc2c3c(cccc13)CC2	.	.	6%	-3%	3	-3	136	.	136
68	COCCCNC(=O)Cn1nnc(-c2ccc(NC(=O)c3ccccc3F)cc2)n1	8	100	.	.	-43	43*	133*	92	133
69	CC(C)CCNC(=O)CCCOc1ccccc1	-1	106	13%	7%	21	-21	166	107	166
70	CCN(CC)c1ccc(C=N/C(C#N)=C(\N)C#N)cc1	13	95	-64%	8%	-6	6	122	82	122
71	CCSc1nnc(-c2cccc(S(=O)(=O)N(CC)CC)c2)n1Cc1ccccc1	-13	49	-3%	-50%	10	-10	105	62	105
72	COc1ccc(C(=O)CSc2nnc(-c3ccccc3)o2)cc1	17	98	-6%	-1%	0	0	98	82	98
73	COc1cccc(NS(=O)(=O)CC23CCC(CC2=O)C3(C)C)c1 (stereo not given)	.	.	-3%	-10%	0	0	206	.	206
74	CC(C)(C)n1nc2c(c1NC(=O)c1ccco1)CS(=O)C2 (stereo not given)	7	98	-2%	-2%	7	-7	170	91	170
75	CCSc1nnc([C@H](Cc2ccccc2)NC(=O)OC(C)(C)C)o1	1	95	-1%	26%	-8	8	162	94	162
76	CCCC(=O)c1cc(-c2nc3ccccc3n2C)n(C)c1	7	81	3%	-3%	5	-5	145	75	145
77	Cc1ccc(N(CC(O)Cn2c3ccccc3c3ccccc32)S(C)(=O)=O)c(C)c1 (stereo not given)	-18	17	14%	1%	.	.	.	36	.
78	COc1ccccc1N1CCN(C(c2ccc(C)cc2)c2nnnn2C(C)C)CC1 (stereo not given)	1	88	0%	-44%	-14	14	103	87	103
79	COc1ccc(-c2noc(CN(C)S(=O)(=O)c3ccc(Cl)cc3)n2)cc1OC	4	85	-8%	12%	-5	5	117	81	117
80	Nc1ccccc1C(=O)Nc1cccc(C(=O)O)c1	.	.	-4%	-11%	1	-1	176	.	176
81	Cc1c(-c2nnnn2-c2ccc(F)cc2)cnc2cc3c(cc12)OCO3	.	.	-5%	3%	-8	8	92	.	92

# A run of entries from further up, for reference:
No.	SMILES	MRP reversal	MRP reversal cytotoxicity	Bcl-B TR3 displacers	PLAP inhibition	IL1B NFkB pot	IL1B NFkB inh	IL1B NFkB inh cell count 2 µM	MRP reversal with doxorubicin	IL1B NFkB pot cell count 2 µM
76	CCCC(=O)c1cc(-c2nc3ccccc3n2C)n(C)c1	7	81	3%	-3%	5	-5	145	75	145
77	Cc1ccc(N(CC(O)Cn2c3ccccc3c3ccccc32)S(C)(=O)=O)c(C)c1 (stereo not given)	-18	17	14%	1%	.	.	.	36	.

# Compound activity deposited in PubChem by several laboratories.
